Screens (PubChem)
RXFP1 agonist = activates the human relaxin receptor RXFP1 | HEK293T-RXFP1 cAMP TR-FRET, 30 min; response scale: percent of porcine relaxin response, buffer zero | Potency, µM (highest dose often 57.5 µM), without a hit: top-dose activation, hits mostly activators | 0.3% of 370,000 active | AID 2676; also: potency is read from the fitted curve at half-maximal effect; % is scaled to controls: 0 for no effect and ±100 for the full control effect; nearly all actives have a fitted effect of over 60% in size; many of its hits are not listed in these tables
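Agonist response is measured as cAMP accumulation in an RXFP1-transfected HEK293T line under PDE4 inhibition. Values are scaled between buffer-only and 29 nM porcine relaxin, and EC50s come from standard Hill equation fits.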
IDH1 R132H inh = human IDH1 R132H inhibition | O75874 | IDH1-R132H enzyme, NADPH consumption, diaphorase/resazurin fluorescence | Potency, µM (series often up to 76.6 µM), for the others: top-dose activity change, negative = inhibition, most hits filed as inhibitors | 0.093% of 390,000 active | AID 602179; also: potency is read from the fitted curve at half-maximal effect; % is scaled to controls: 0 for no effect and ±100 for the full control effect; nearly all actives have a fitted effect of over 65% in size
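IDH1-R132H (0.5 ug/mL dispensed) in pH 7.5 Tris buffer was preincubated 30 min with compound, then given a substrate mix of 0.016 mM NADPH and 2 mM alpha-KG for 80 min at room temperature; remaining NADPH was read by diaphorase/resazurin fluorescence.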
LDHA block = inhibitors of human lactate dehydrogenase A; purified LDHA, NADH/diaphorase-resazurin fluorescence; stronger effect = lower value; 0.15% of 480,000 active; P00338; activity change, % (values are at about 110 or 230 µM); in the data active = activity change below about -30%; inconclusive = mostly about -25% to -30%;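 also: plate controls were DMSO wells for no effect and wells without enzyme for full effect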
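Enzyme activity of human lactate dehydrogenase 5 (2 nM; 0.06 mM NADH, 0.2 mM pyruvate, 5 min, RT) is measured via a resazurin/diaphorase fluorescence readout of residual NADH.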
PI4K2A inh = blocks human PI4K2A kinase activity; Q9BTU6; purified PI4K2A, ADP-Glo luminescence, 1 h; stronger effect = lower value; activity change, negative = inhibition, % at 76.9 µM; 0.13% of 420,000 active; AID 1346378; in the data active = activity change below about -50%; inconclusive = mostly about -30% to -49%;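 also: -100% = wells without enzyme as full effect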
Target sequence (Q9BTU6 whole entry, looked up): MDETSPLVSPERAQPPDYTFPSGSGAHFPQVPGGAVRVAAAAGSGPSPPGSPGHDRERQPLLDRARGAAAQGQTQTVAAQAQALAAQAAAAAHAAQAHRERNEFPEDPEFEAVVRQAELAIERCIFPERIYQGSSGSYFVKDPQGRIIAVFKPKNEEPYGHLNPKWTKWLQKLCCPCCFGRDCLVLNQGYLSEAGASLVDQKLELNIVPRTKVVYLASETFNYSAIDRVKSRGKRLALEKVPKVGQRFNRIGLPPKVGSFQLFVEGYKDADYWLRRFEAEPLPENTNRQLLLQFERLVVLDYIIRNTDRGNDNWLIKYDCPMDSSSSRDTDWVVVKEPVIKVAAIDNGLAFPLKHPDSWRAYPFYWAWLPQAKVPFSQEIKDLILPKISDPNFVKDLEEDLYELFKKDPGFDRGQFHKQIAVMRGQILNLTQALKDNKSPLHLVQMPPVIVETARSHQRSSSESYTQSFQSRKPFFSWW
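In this quantitative HTS, ADP production by PI4K2A was quantified luminescently after 1 h at ambient temperature; 100 microM adenosine served as plate-quality control.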
Vif-A3G inh = inhibitors of Vif-APOBEC3G interaction; HeLa A3G-eYFP + Vif (tagged APOBEC3G with the HIV-1 protein that degrades it), YFP fluorescence, overnight; Potency, µM (series often up to 46.1 µM), for inactives: at the top dose activity, negative = active, most hits filed as inhibitors; 0.076% of 410,000 active;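 also: potency is read from the fitted curve at half-maximal effect; % is scaled to controls: 0 for no effect and ±100 for the full control effect; nearly all actives have a fitted effect of over 60% in size; hits raise eYFP signal because A3G escapes Vif-driven loss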
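HeLa cells stably expressing Vif and C-terminally eYFP-tagged A3G, seeded overnight at 37 deg C, then exposed to compound by pintool overnight at 37 deg C. Rise in yellow fluorescence (Ex 488/Em 500-530, Acumen) marks blocked Vif-driven A3G degradation.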
USP1-UAF1 inh = blocks the human USP1/UAF1 deubiquitinase complex; 0.23% of 390,000 active; AID 743255; recombinant USP1/UAF1, Ub-Rhodamine cleavage fluorescence; Potency, µM (titrated, usually from 57.1 µM), for the others: top-dose activity change, negative = inhibition, hits mostly inhibitors; O94782; also: potency is read from the fitted curve at half-maximal effect; % is scaled to controls: 0 for no effect and ±100 for the full control effect; nearly all actives have a fitted effect of over 60% in size; inactives centre near -12
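High-throughput fluorogenic screen: 1nM USP1/UAF1 complex, Ub-Rho substrate 150nM final, 50mM HEPES pH 7.8 with 0.5mM EDTA, 0.1 mg/ml BSA, 1mM TCEP and 0.01% Tween-20.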
Glioma ERSR ind = induces the endoplasmic reticulum stress response in human glioma cells; U87-MG GRP78 promoter luciferase reporter, 16 h; Potency, µM, inactives show top-dose activation, hits mostly activators; 0.02% of 420,000 active; AID 602332; also: potency is read from the fitted curve at half-maximal effect; series mostly up to about 76 µM; % of control where 0% means no effect; nearly all actives have a fitted effect of over 35% in size
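Stably transfected U87-MG glioma cells carrying a GRP78-based luciferase sensor; 16 h compound incubation. Luminescence end-point read 10 min after Bright-Glo addition at room temperature.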
TrxR1 substrate = substrates of rat thioredoxin reductase 1. O89049. purified TrxR1 substrate turnover, NADPH consumption readout. Potency, µM (series often up to 114 µM), for inactives: at the highest dose activity change, negative = substrate turnover. 0.01% of 390,000 active. AID 588456; also: potency is read from the fitted curve at half-maximal effect; % is scaled to controls: 0 for no effect and ±100 for the full control effect; nearly all actives have a fitted effect of over 50% in size
Target sequence (O89049 whole entry, looked up): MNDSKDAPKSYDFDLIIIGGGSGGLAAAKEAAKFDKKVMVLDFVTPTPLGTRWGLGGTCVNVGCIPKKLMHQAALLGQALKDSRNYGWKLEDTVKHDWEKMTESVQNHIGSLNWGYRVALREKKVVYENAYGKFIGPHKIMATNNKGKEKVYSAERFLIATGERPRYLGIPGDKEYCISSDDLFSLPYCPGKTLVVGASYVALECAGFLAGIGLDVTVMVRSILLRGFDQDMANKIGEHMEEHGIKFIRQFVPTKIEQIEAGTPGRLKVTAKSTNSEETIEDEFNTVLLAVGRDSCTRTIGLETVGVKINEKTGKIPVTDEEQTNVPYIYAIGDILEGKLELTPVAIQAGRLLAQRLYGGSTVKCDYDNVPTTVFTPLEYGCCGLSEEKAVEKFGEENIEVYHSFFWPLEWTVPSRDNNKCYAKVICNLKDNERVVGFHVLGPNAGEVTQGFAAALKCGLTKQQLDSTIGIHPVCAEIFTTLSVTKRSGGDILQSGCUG
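Rat TrxR1, dispensed at 90 nM, was prereduced with 400 uM NADPH (final) for 5 min at ~22 deg C, then incubated with compound 15 min before 400 uM selenite. A first-read NADPH fluorescence drop versus no-compound background flagged substrates.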
Vif-A3F inh = blocks the Vif interaction with APOBEC3F; HeLa A3F-eYFP + Vif (tagged APOBEC3F with the HIV-1 protein that degrades it), YFP fluorescence increase; Potency, µM (top dose mostly 46.1 µM), inactives show at the top dose activity, negative = active; 0.2% of 390,000 active; AID 602313; also: potency is read from the fitted curve at half-maximal effect; % of control where 0% means no effect; nearly all actives have a fitted effect of over 65% in size
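Fluorescence increase (Ex 488/Em 500-530) after overnight compound treatment at 37 deg C flags inhibition of Vif-driven A3F-eYFP loss in stable HeLa A3F-eYFP/Vif cells seeded overnight beforehand.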
* hit, by the source's call; ? = inconclusive; · = not tested or not shown; & = joins results of further samples; [ ] = dose if it differs, or a comment. Unless noted, calls follow the shape of the dose curve; as a rule, active = well fitted curve in the direction sought with a large enough effect; inconclusive = small, poorly fitted or top-dose-only effect, or another doubt; inactive = no such curve, though single readings can be large; an effect the other way counts as inactive or inconclusive. The list is partial; rates above refer to the full screens.

No.	molecule	RXFP1 agonist	IDH1 R132H inh	LDHA block	PI4K2A inh	Vif-A3G inh	USP1-UAF1 inh	Glioma ERSR ind	TrxR1 substrate	Vif-A3F inh
1	O=C(NCc1n[nH]c(=O)c2ccccc12)C1CC(=O)N(c2ccc(Cl)cc2)C1 (stereo not drawn)	3.0%	-2%	-3	5	1%	-2%	-2%	-10%	-19%
2	O=C(Cc1nnc(NC(=O)c2ccccc2)s1)N/N=C/c1ccco1	-2.1%	-1%	-4	-1	1%	-7%	-2%	-6%	11%
3	Cc1cc(NC(=O)c2c(-c3ccccc3Cl)noc2C)no1	-1.0%	7%	-2	1	-2%	2%	-2%	-10%	7%
4	CCC(CO)Nc1ncnc2c1cnn2-c1ccc(OC)cc1 (stereo not drawn)	1.3%	4%	3	-10	-5%	-13%	-8%	11%	-9%
5	COc1ccc(Oc2ccc(S(=O)(=O)N3CCCCC3)cc2S(=O)(=O)N2CCCCC2)cc1	-3.2%	8%	-10	-2	-2%	-22%	1%	6%	11%
6	O=C(CN(C(=O)c1csnn1)c1ccccc1F)NCc1ccccc1	-0.6%	0%	-4	-4	1%	-20%	-2%	-16%[57.1 µM]	-10%
7	CCN(CC(=O)Nc1ccc(NC(C)=O)cc1)C(=O)C1(c2ccc(Cl)cc2)CCC1	·	1%	-12	0	-4%	-8%	2%	·	-9%
8	CCN=c1scc(-c2ccc3c(c2)NC(=O)CO3)n1N=C1CCCC1	-0.9%	2%&2%	2&-3	11&-5	-7%&-7%	-6%&-14%	5%&-3%	-6%&2%	?
9	CC1=C(C(=O)OC(C)C)C(c2cccc(F)c2)N2C(=O)C(C)SC2=N1 (stereo not drawn)	-0.1%	-3%	-6	-15	-10%	-19%	-6%	-8%	-3%
10	COc1ccc(CN(C)CC(=O)Nc2ccc(N3CCOCC3)cc2)cc1OC	-0.6%	4%	3	0	-5%	-1%	0%	-1%	-18%
11	COC(=O)N/N=C/c1cc(C)n(-c2ccc(F)cc2)c1C	-0.2%	3%	-16	0	4%	-8%	1%	1%	14%
12	O=C(CCS(=O)(=O)c1ccc(Br)cc1)NCCC1=CCCCC1	-3.3%	1%	-5	-4	0%	-19%	-4%	5%	3%
13	COc1ccc(/C=C(/NC(=O)c2cccs2)C(=O)N2CCOCC2)cc1OC	0.7%	2%	0	8	1%	-9%	-6%	1%[57.1 µM]	-6%
14	Cc1ccc(S(=O)(=O)NCc2ccc(C(=O)N3CCCC3)cc2)cc1	3.5%	1%	-2	2	-3%	-8%	-1%	-2%	13%
15	CCOC(=O)CCCCCC(=O)Nc1ccc2c(c1)C(=O)N([C@H](C)CO)C[C@H](C)[C@H](CN(C)C(=O)C1CCCCC1)OCCCC[C@@H](C)O2	·	5%	-7	1	1%	3%	-4%	·	-8%
16	CC(C)CN1C(=O)C(=O)N(CC(=O)Nc2cc(Cl)ccc2Oc2ccccc2)C1=O	-5.0%	-4%	-12	-1	6%	?	-5%	-2%[57.1 µM]	-16%
17	Cc1cccc(CNC(=O)C2CCN(S(=O)(=O)c3cccc4nonc34)CC2)c1	2.9%	-2%	-2	-1	1%	-8%	-4%	-2%[57.1 µM]	-4%
18	COc1ccc(N2CCN(c3ncccn3)CC2)cc1	0.0%	0%	4	-8	1%	-1%	8%	9%	-9%
19	CN(CCc1ccccc1)C(=O)CCc1nnc(Cc2ccc3c(c2)OCO3)o1	-2.3%	18%	-4	3	3%	-7%	-1%	4%	5%
20	CCCCc1c(O)nc(SCC(=O)N2CCCCC2)n(-c2ccccc2C)c1=O	2.1%	3%	1	-2	-1%	-22%	-6%	8%[57.1 µM]	0%

Single values from above:
entry 4 in RXFP1 agonist reads 1.3%
entry 2 in IDH1 R132H inh reads -1%

The main list resumes, repeating the 2 entries before the break.
No.	molecule	RXFP1 agonist	IDH1 R132H inh	LDHA block	PI4K2A inh	Vif-A3G inh	USP1-UAF1 inh	Glioma ERSR ind	TrxR1 substrate	Vif-A3F inh
19	CN(CCc1ccccc1)C(=O)CCc1nnc(Cc2ccc3c(c2)OCO3)o1	-2.3%	18%	-4	3	3%	-7%	-1%	4%	5%
20	CCCCc1c(O)nc(SCC(=O)N2CCCCC2)n(-c2ccccc2C)c1=O	2.1%	3%	1	-2	-1%	-22%	-6%	8%[57.1 µM]	0%
21	O=C(CSc1nnc(Cc2ccccc2)o1)NC1CC2CCC1C2 (stereo not drawn)	0.2%	8%	-4	-7	0%	-11%	-3%	-5%	9%
22	COc1ccccc1NC(=O)c1ccc2nc(-c3ccccc3)c(-c3ccccc3)nc2c1	3.9%	12%	-2	1	1%	-17%	3%	4%[57.1 µM]	-1%
23	COC(=O)[C@@H](Cc1ccccc1)N(Cc1ccccc1)S(=O)(=O)N(Cc1ccccc1)[C@H](Cc1ccccc1)C(=O)OC	·	-2%[38.3 µM]	-4	-4	0%&-5%	-19%	-4%&-5%	-10%&11%	-7%
24	Cc1cc2n(n1)C(c1ccc3c(c1)OCO3)Nc1ccccc1-2 (stereo not drawn)	-0.7%	4%	2	4	-3%	-15%	1%	16%	-2%
25	O=C1C2N=NN(CC(=O)N3N=C(c4cccc5ccccc45)CC3c3ccccc3)C2C(=O)N1c1ccccc1 (stereo not drawn)	2.3%	4%	0	1	-4%	-19%	-1%	20%[57.1 µM]	5%
26	COc1cccc(N2CCN(C(=S)NCCc3ccccc3)CC2)c1	0.4%	6%	-4	5	0%	-13%	-4%	-4%	·
27	CCn1nnnc1SCC(=O)Nc1ccc2c(c1)OCCO2	1.1%	4%	2	1	1%	-17%	-9%	-1%	3%
28	CCN(CC)CCCNC(=O)c1ccc2c(c1)N(Cc1c(F)cccc1Cl)C(=O)c1ccccc1S2	1.5%	5%	-3	-9	-19%	-10%	-7%	0%	1%
29	Cc1ccc(S(=O)(=O)N2CCCOC2CNC(=O)C(=O)NC2CCCCC2)cc1 (stereo not drawn)	-1.3%	3%	-4	-1	2%	-22%	2%	12%[57.1 µM]	-8%
30	COc1ccc(NC(=O)c2ccc3c(=O)n4nc(Nc5ccccc5C)sc4nc3c2)cc1	-2.9%	36%[activator]	-7	-1	4%	0%	-3%	-6%[57.1 µM]	-18%
31	CC(C)OCCCNc1nc2c([nH]1)c(=O)n(C)c(=O)n2C	7.3%	3%	14	1	3%	4%	-2%	-1%	-2%
32	Cc1ccc(C(=O)c2cc(C)sc2NC(=O)CN2CCN(C(=O)c3ccco3)CC2)cc1	2.0%	-21%	-3	0	-9%	-20%	-2%	3%[57.1 µM]	7%
33	CN1C(=O)c2ccccc2N(C)C1c1cccs1 (stereo not drawn)	-2.1%	7%	5	-6	-5%	6%	-3%	46%[activator][57.1 µM]	4%
34	COc1ccc(S(=O)(=O)N2CCN(CC(=O)Nc3ccc(F)c(F)c3)CC2)cc1	0.3%	6%	-2	7	-1%	-23%	-3%	8%[57.1 µM]	4%
35	CC(C)[C@H](NC(=O)Nc1ccc(Oc2ccccc2)cc1)C(=O)O	-0.5%	-2%	-8	-4	1%	3%	3%	-5%	2%
36	COCCCNC(=O)c1c[nH]c2ccc(S(=O)(=O)N(C)c3ccccc3C)cc2c1=O	6.6%	-4%	3	0	-4%	-22%	1%	5%[57.1 µM]	-3%
37	O=C(NCCCCO)c1ccc2c3c(cccc13)CC2	4.7%	5%	-3	3	-8%	-12%	-6%	44%[activator][57.1 µM]	4%
38	COc1cc(/C=N/NC(=O)c2ccc(CSc3nc4ccccc4[nH]3)cc2)cc(OC)c1OC	1.0%	-1%	-8	2	-8%	-10%	-1%	14%	1%
39	CCOC(=O)c1cccc(NC(=O)c2cccnc2)c1	-0.4%	7%	-10	2	1%	-1%	-2%	12%[57.1 µM]	-15%
40	Cc1cc(C)cc(NC(=O)CCn2ccnc2C)c1	1.2%	-3%	-4	-7	0%	1%	0%	9%[57.1 µM]	-3%
41	O=C(NCc1cccnc1)C1COc2ccccc2O1 (stereo not drawn)	-5.4%	4%	-3	2	3%	-11%	-4%	-4%	9%
42	C/C=C/c1cccc(-c2nc(C(=O)NC3CCCC3)cc3c2[C@@H](CCO)N(S(=O)C(C)(C)C)C3)c1 (stereo partly drawn)	·	·	-4	4	-5%	·	-4%	·	·
43	COc1cc2c(cc1OC)CN(C(=O)c1cc(Cl)nc(Cl)c1)CC2	4.1%	-2%	0	2	-4%	-14%	0%	-5%	0%

Five compounds drawn at random from those above, as already listed:
No.	molecule	RXFP1 agonist	IDH1 R132H inh	LDHA block	PI4K2A inh	Vif-A3G inh	USP1-UAF1 inh	Glioma ERSR ind	TrxR1 substrate	Vif-A3F inh
18	COc1ccc(N2CCN(c3ncccn3)CC2)cc1	0.0%	0%	4	-8	1%	-1%	8%	9%	-9%
17	Cc1cccc(CNC(=O)C2CCN(S(=O)(=O)c3cccc4nonc34)CC2)c1	2.9%	-2%	-2	-1	1%	-8%	-4%	-2%[57.1 µM]	-4%
43	COc1cc2c(cc1OC)CN(C(=O)c1cc(Cl)nc(Cl)c1)CC2	4.1%	-2%	0	2	-4%	-14%	0%	-5%	0%
26	COc1cccc(N2CCN(C(=S)NCCc3ccccc3)CC2)c1	0.4%	6%	-4	5	0%	-13%	-4%	-4%	·
25	O=C1C2N=NN(CC(=O)N3N=C(c4cccc5ccccc45)CC3c3ccccc3)C2C(=O)N1c1ccccc1 (stereo not drawn)	2.3%	4%	0	1	-4%	-19%	-1%	20%[57.1 µM]	5%
